High-throughput results deposited in PubChem by several laboratories.
HTRA1 inh = HTRA1 serine protease inhibitors, primary screen, biochemical, fluorescence polarization, HTS; recombinant HTRA1, FP-rhodamine activity-based probe; inhibition, % at 5.96 µM; hit rate 0.5% among 340,000; AID 504803, 2011; in the data active = inhibition above about 36%;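 note: 0% = enzyme with DMSO and 100% = wells lacking enzyme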
TDP2 inh = human TDP2 enzyme inhibitors, primary screen, biochemical, epi absorbance, recombinant enzyme | inhibition, % at 12.8 µM | T5PNP hydrolysis, p-nitrophenol absorbance 415 nm | hit rate 0.34% among 370,000;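 active = inhibition above the mean of all tested compounds plus 3 SD, set per campaign, cut at about 25% in these data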;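 note: 0% = DMSO with enzyme and 100% = buffer with substrate but no TDP2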
Target sequence (O95551 whole entry, looked up): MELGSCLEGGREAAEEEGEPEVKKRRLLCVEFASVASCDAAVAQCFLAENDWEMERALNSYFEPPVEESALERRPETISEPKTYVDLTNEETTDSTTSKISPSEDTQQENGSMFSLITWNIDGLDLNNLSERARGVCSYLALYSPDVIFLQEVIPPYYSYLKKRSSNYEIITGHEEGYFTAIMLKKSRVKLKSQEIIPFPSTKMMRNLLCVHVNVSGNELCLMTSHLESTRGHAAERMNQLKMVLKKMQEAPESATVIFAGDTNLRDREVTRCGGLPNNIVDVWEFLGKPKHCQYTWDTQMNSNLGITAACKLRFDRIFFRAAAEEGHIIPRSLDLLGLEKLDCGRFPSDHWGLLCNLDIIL
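Incubation: 2 h at 37 °C; Test system: recombinant human TDP2; Quantity: enzyme 120 nM; Read-out basis: percent inhibition; Medium: 50 mM Tris-HCl pH 7.5 with Mg2+, KCl, DTT, BSA; Repeats: single replicate; Compound: 12.8 µM single point, 1% DMSO; Signal: epi absorbance; Reagent: 5 mM T5PNP chromogenic substrate; Benchmarks: no-enzyme high, DMSO-plus-enzyme low.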
SIAE primary = human SIAE inhibitors, primary screen, biochemical, fluorescence polarization, FP-Rh probe, 1536-well HTS; SIAE FP-Rh probe binding; hit rate 0.69% among 370,000; Sialate O-acetylesterase (Homo sapiens), Q9HAT2; inhibition, % at 9.66 µM;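 active = inhibition above a cutoff: mean of compounds within the control limits plus 3 SD of those, cut at about 17% in these data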;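 note: 0% = plate median of compound wells and 100% = probe without SIAE protein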
NR1D1 modulator = modulators of Rev-erb alpha DNA binding, primary screen, biochemical, FITC-DNA, fluorescence polarization, uHTS | Rev-erbα–FITC-DNA binding, 90 min | activity, % at 10 µM | hit rate 0.79% among 370,000 | AID 1259318, 2017;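 active = activity above about 14%, limit read from the data; passing the limit was not always enough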;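 note: 0% = DMSO wells with 35 nM protein and 100% = DMSO wells with 750 nM protein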
rCAG RNA binder = binders of r(CAG) RNA repeats, primary screen, biochemical, fluorescence | r(CAG) RNA repeat, TO-PRO-1 dye displacement fluorescence | inhibition, % at 3 µM | hit rate 1.3% among 370,000 | AID 651821, 2012;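 active = inhibition above the plate cutoff, the mean of all test compounds on that plate plus 3 SD, cut at about 35% in these data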;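 note: 0% = DMSO alone and 100% = 100 µM mitoxantrone as full dye displacement; higher means more dye released from RNA so lower well fluorescence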
PRMT1 inh = PRMT1 methyltransferase inhibitors, primary screen, biochemical, fluorescence polarization. Protein arginine N-methyltransferase 1 (Homo sapiens), Q99873. recombinant PRMT1, activity-based probe fluorescence polarization. inhibition, % at 2.79 µM. hit rate 1.3% among 370,000. AID 652257, 2013;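 active = inhibition above about 21% made by adding two undisclosed values, limit read from the data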
Target sequence (Q99873 whole entry, looked up): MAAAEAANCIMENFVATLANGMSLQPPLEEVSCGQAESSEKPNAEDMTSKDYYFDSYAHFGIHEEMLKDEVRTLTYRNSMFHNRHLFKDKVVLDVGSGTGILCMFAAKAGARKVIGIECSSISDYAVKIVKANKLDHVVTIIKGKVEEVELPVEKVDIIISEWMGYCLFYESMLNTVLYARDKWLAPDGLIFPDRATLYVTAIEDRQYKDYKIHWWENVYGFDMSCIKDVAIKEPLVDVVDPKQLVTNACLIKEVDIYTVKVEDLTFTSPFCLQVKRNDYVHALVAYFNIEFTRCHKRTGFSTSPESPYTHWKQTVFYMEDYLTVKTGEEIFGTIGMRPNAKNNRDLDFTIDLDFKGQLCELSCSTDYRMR
TCR CD3 inh = inhibitors of human TCR-CD3 interaction, primary screen, biochemical, fluorescence, TAMRA-labeled TCR probe. T-cell receptor (TCR). inhibition, % at 9.4 µM. hit rate 0.37% among 360,000. AID 651800, 2012; in the data active = inhibition above about 19%;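 note: recombinant mutant TCR 2C K166C tagged with TAMRA read by polarization; 0% = receptor in buffer alone and 100% = receptor with positive control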
PG9 binder = binders of HIV-1 gp120 antibody PG9, primary screen, biochemical, TR-FRET. hit rate 0.43% among 360,000. HIV-1 gp120 / PG9 antibody interaction. TR-FRET gp120-PG9 antibody binding. inhibition, % at 6.7 µM; in the data active = inhibition above about 8.5%
LEDGF integ inh = blockers of LEDGF/p75-dependent integrase strand transfer – biochemical, TR-FRET, high throughput, primary screen; HIV-1 integrase (with human LEDGF/p75); hit rate 0.64% among 370,000; inhibition, % at 3.7 µM; AID 743269, 2014; TR-FRET IN-LEDGF/p75 DNA integration, Eu/Cy5;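 active = inhibition above the screen-wide mean plus 3 SD, cut at about 13% in these data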;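 note: signal is the Cy5 over europium emission ratio at 671 and 618 nm; 0% = plate median of compound wells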
ABHD4 inh = ABHD4 inhibitors, primary screen, biochemical, fluorescence polarization, mouse; (Lyso)-N-acylphosphatidylethanolamine lipase (Mus musculus), Q8VD66; purified mABHD4, FP-Rh probe fluorescence polarization; hit rate 0.54% among 370,000; inhibition, % at 8.92 µM;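 active = inhibition exceeding the mean over every tested compound plus 3 SD, cut at about 30% in these data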;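 note: 0% = plate median of compound wells and 100% = S159A mutant with DMSO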
Target sequence (Q8VD66 whole entry, looked up): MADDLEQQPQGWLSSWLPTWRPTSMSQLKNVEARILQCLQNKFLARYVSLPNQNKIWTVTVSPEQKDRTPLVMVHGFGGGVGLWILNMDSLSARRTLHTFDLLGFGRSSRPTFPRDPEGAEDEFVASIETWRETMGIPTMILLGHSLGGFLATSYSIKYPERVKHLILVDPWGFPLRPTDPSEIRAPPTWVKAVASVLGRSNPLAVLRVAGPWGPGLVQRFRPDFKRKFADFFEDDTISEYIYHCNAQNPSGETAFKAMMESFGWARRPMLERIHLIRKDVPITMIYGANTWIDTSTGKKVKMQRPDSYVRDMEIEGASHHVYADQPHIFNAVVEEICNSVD
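Test system: mABHD4 protein | Buffer or medium: HEPES pH 7.0 buffer, 150 mM NaCl, 0.01% Pluronic F-127 | Probe or stimulus: FP-Rh fluorescent activity-based probe, added after compound pre-incubation | Timing: Pre-incubation 45 min, probe exposure 60 min, at 25 °C | Technique: Fluorescence polarization, excitation 525 nm, emission 598 nm, BODIPY TMR filters | Repeats: Single well per compound (singlicate)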
* marks the source's active call; other numbers are inactive results; . = not tested or not shown. Only part of the results is shown. The share of hits here may be higher or lower than overall.

SMILES	HTRA1 inh	TDP2 inh	SIAE primary	NR1D1 modulator	rCAG RNA binder	PRMT1 inh	TCR CD3 inh	PG9 binder	LEDGF integ inh	ABHD4 inh
Cc1nn(Cc2ccc(Cl)cc2Cl)c(C)c1NC(=O)c1sc2ccccc2c1Cl	-6	-2	-1	2	1	-1	0	-1.1	2	3
CCC(C)(C)C1CCC(=NNC(=O)c2ccc(Br)o2)CC1 (stereo unspecified)	-3	-3	-1	-3	4	-1	2	0.6	1	-2
CC(C)(C)C(=O)NC(=S)Nc1cc(C(=O)O)ccc1Cl	4	-7	4	-5	2	0	1	-2.5	-4	2
CN1CCCCC(NC(=O)CCCl)C1=O (stereo unspecified)	.	-7	-5	1	0	4	-3	0.4	-5	-4
Cc1cc(-c2nn3c(-c4ccccc4)nnc3s2)c2ccccc2n1	-8	9	-3	-11	5	3	2	-1.2	-7	-2
O=C(c1cncc(Br)c1)N1CCN(c2ccc(N3CCOCC3)nn2)CC1	0	-4	7	-5	1	4	-1	0.7	0	0
COc1ccc(Cc2nc3ccccc3[nH]c2=O)cc1	-3	-1	-1	0	-1	4	0	0.7	-3	9
Cc1ccc(Nc2nc(N3CCOCC3)c3ccccc3n2)cc1	2	-11	7	1	-2	0	6	1.1	0	4
CCOC(=O)C1(NC(=O)C2(NC(=O)CN3C(=O)c4ccccc4C3=O)CCCC2)CCCC1	4	7	14	4	0	1	-3	1.1	-1	6
O=C(NCCN1C(=O)S/C(=C/c2cccnc2)C1=O)c1ccc(S(=O)(=O)N2CCCC2)cc1	-3	-4	-1	-4	4	2	-2	-0.6	5	-8
C=CCNC(=O)c1ccc2nccnc2c1	6	5	1	4	0	1	5	-0.8	3	1
Oc1ccccc1/C=N/N1CCN(c2ccccn2)CC1	0	2	4	-1	-5	0	6	-1.9	1	2
COc1ccc(O)c(/C=N/NC(=O)CN2CCS(=O)(=O)CC2)c1	-6	-5	4	-1	-2	2	-6	1.2	-10	1
COc1cccc(NC(=O)C2CCCN2C(=O)Nc2ccc(Cl)cc2)c1 (stereo unspecified)	.	13	-6	-5	1	-3	.	.	-3	0
CCCCOc1ccc(/C(O)=C(\C#N)c2nc3ccccc3[nH]2)cc1	2	-1	7	15	2	-7	2	0.0	7	2
CC(C)(C)NC(=O)c1ccc2c3c(cccc13)CC2	8	3	2	-1	-4	-1	2	-1.2	-3	-1
CC1(C)CC(=O)C2=C(C1)Nc1ccccc1NC2c1cccs1 (stereo unspecified)	5	3	-1	2	-1	-3	-2	-0.2	1	0
CCOc1ccc(CCNC(=O)CCc2nnc3ccc(N4CCCC4)nn23)cc1OCC	3	8	3	8	-6	5	-7	-0.8	-2	3
Cc1ccccc1NC(=O)COc1coc(CN2CCN(c3ccccc3)CC2)cc1=O	-6	6	-2	-3	-4	-2	3	1.4	3	1
COc1ccccc1CNC(=O)c1cc(-c2ccc(F)cc2C)n[nH]1	.	4	6	3	0	0	-5	0.9	0	-8
COc1cc(/C=N/NC(=O)C(=O)Nc2ccccn2)ccc1O	9	-14	8	1	-2	0	1	-2.2	-1	3
CCOC(=O)c1cc(-c2ccccc2)sc1NC(=S)Nc1cccc(C)n1	5	17	-2	26*	5	-1	1	1.9	1	7
COc1cc(-c2cc3nc(NCc4ccco4)ccn3n2)cc(OC)c1OC	.	8	-4	4	9	-1	-2	1.1	2	-11
CNc1nc(SCc2ccccc2Cl)nc2c1CCCC2	-42	-1	-9	7	-1	0	-1	1.1	-2	-17
CSCCC(NC(=O)COc1ccccc1)C(=O)N1CCC(C(N)=O)CC1 (stereo unspecified)	2	-4	0	5	0	-3	-4	-2.0	4	1
COc1ccc(S(=O)(=O)N(C)c2ccc(OC(=O)C(C)Oc3ccc(F)cc3)cc2)cc1 (stereo unspecified)	-5	-13	1	-1	5	9	-8	-0.1	-2	-8
COc1ccc(C(=O)NC2CCN(C(=S)NCc3ccco3)CC2)cc1	-5	4	-2	4	-1	1	5	0.8	-2	1
O=C(c1[nH]ncc1[N+](=O)[O-])N1CCOCC1	0	4	1	-5	2	1	4	-2.9	0	3
COc1ccc(CNC(=O)CCCn2nc(C)c([N+](=O)[O-])c2C)cc1	-3	-7	-2	-7	-2	2	6	-1.6	1	-4
COc1ccc2oc(C(=O)NCc3cc(OC)c(OC)cc3OC)c(C)c2c1	-18	-3	3	4	5	-2	5	-2.0	1	-7
O=C(O)c1cnn2c(-c3ccc(F)cc3)ccnc12	-6	-9	-4	-4	-1	-1	6	-2.3	-1	-2
CCC(C)(C)NC(=O)C(C)OC(=O)c1nsc(Cl)c1Cl (stereo unspecified)	8	7	0	0	-1	-1	3	-0.8	-2	1
O=C(C1CCCN(S(=O)(=O)c2cnc[nH]2)C1)N(CCc1ccccc1)Cc1ccccc1 (stereo unspecified)	-2	-1	2	-13	3	-5	0	0.0	9	-36
CCOc1ccc(S(=O)(=O)N2CCN(S(=O)(=O)c3ccc(C(C)=O)cc3)CC2)cc1	2	7	-8	-1	5	0	4	0.2	2	6
CCOc1cccc(CNc2nnnn2C)c1	0	13	-5	-5	-1	0	-5	0.5	0	4
Cn1cc(CN2CCC(C(O)c3cccs3)CC2)c(-c2ccccc2F)n1 (stereo unspecified)	5	-13	2	-1	-6	7	-9	-6.1	0	48*
Cc1c(NC(=O)C(C)SC(=S)N2CCCC2)c(=O)n(-c2ccccc2)n1C (stereo unspecified)	-6	2	-4	-7	-1	-3	-4	0.2	6	3
COc1ccc(N2CCN(C(=O)CN3C(=O)NC(c4ccc(OC)cc4)(c4ccc(OC)cc4)C3=O)CC2)cc1	-8	-18	3	5	1	-2	0	-2.0	2	-1
CC(=O)NC(c1ccco1)c1cc(Cl)c2cccnc2c1O (stereo unspecified)	.	1	18*	-3	8	-1	-3	-0.6	-6	18
O=C(COC(=O)c1ccc(C(F)(F)F)cc1)Nc1cccc(S(=O)(=O)NC2=NCCCCC2)c1	3	-2	-5	4	2	0	-2	2.4	-2	0
Cc1cc(C)c(C#N)c(SCc2ccccc2F)n1	-11	-8	-13	0	-1	2	4	0.2	-5	0
Cc1nc(Nc2ccc(C(=O)O)cc2)sc1-c1ccccc1	-4	-3	-1	2	-1	1	-5	-2.0	-1	6
Cc1ccc(Cn2ccc(=O)c(OCc3c(Cl)cccc3Cl)c2C)cc1	-61	-21	-9	-2	5	-1	-8	0.7	-1	-19
COc1ccc(S(=O)(=O)N2CCN(C(=O)CCSc3ccccc3)CC2)cc1	10	13	3	4	1	-1	9	0.3	-1	8
CCOCc1cn(CC(=O)c2ccc([N+](=O)[O-])cc2)c(C)nc1=N	6	15	8	3	3	2	1	0.8	-1	13
O=C(Nc1ccc2c(c1)OCCO2)N1CCN(Cc2ccccc2)CC1	4	-14	8	0	-6	-5	0	-0.8	6	3
COc1ccc(-c2nc3c4ccccc4ccn3c2Cc2ccsc2)cc1OC	.	5	2	2	9	2	0	-2.7	-1	-4
CC1(C(=O)NCCCNc2ncc(C(F)(F)F)cc2Cl)C=CCN1C(=O)c1ccccc1 (stereo unspecified)	-7	-9	-1	3	-7	-2	-1	-0.5	1	-6
O=C(c1ccc2c(c1)N(Cc1ccccc1F)C(=O)c1ccccc1S2(=O)=O)N1CCCC1	4	21	-2	-3	1	-2	10	-0.3	1	4
COc1ccc(Cl)cc1NC(=O)Nc1ccccc1SC	2	2	-5	-2	3	0	-3	0.0	-2	-2
New compounds follow.
SMILES	HTRA1 inh	TDP2 inh	SIAE primary	NR1D1 modulator	rCAG RNA binder	PRMT1 inh	TCR CD3 inh	PG9 binder	LEDGF integ inh	ABHD4 inh
CC(C)(C)OC(=O)N1CCC[C@H]1C(=O)N1CCC[C@H]1C(=O)NCc1ccc(F)cc1F	.	-1	9	-7	-1	-5	1	1.2	0	9
COCCCn1c(=O)c2sccc2n(Cc2cc(C(=O)OC)ccc2OC)c1=O	2	6	-1	-3	-7	4	1	-0.8	-1	4
Cc1ccc(NC(=O)COC(=O)CNC(=O)c2cccc([N+](=O)[O-])c2)cc1S(=O)(=O)N1CCCCCC1	-19	-8	-5	0	9	2	-8	-0.7	-3	8
N#C/C(=C\c1ccc2c(c1)OCCO2)C(=O)Nc1ccc(C(=O)O)cc1	1	-17	-4	0	31	4	-5	-1.0	-1	-17
CN(CC1COc2ccccc2O1)C(=O)c1cccc(S(=O)(=O)N2CCCC2)c1 (stereo unspecified)	18	8	-2	1	-4	-1	-1	-1.3	3	-4
CC1(C)Cc2c(sc3c2C2=NCCN2C=N3)CO1	8	-1	-4	-3	4	3	-1	-2.3	1	2
O=S(=O)(C/C(=C/CO)S(=O)(=O)c1ccccc1)c1ccccc1	-6	-18	-9	2	1	29*	-7	1.0	0	-14
CCOc1ccc(CNC(=O)CCS(=O)(=O)c2ccc3c(c2)oc(=O)n3C)cc1	2	-16	-8	2	3	-2	-12	-1.7	5	-6
Cc1nc(-c2cccc(NS(=O)(=O)c3cccc4ccccc34)c2)cs1	-56	-16	-19	-2	12	1	5	-0.7	6	-24
O=C(CSCc1ccc(Br)cc1)Nc1ccc(S(=O)(=O)N2CCOCC2)cc1	-5	6	-8	0	5	4	6	-2.5	2	3
Cc1nn(C)c(Cl)c1C(=O)NCC(=O)NCc1ccccc1	1	-5	-2	0	-2	-5	-8	-1.0	3	-11
COc1cccc(C(NC(C)=O)c2nc(-c3cccnc3)cs2)c1 (stereo unspecified)	.	8	-7	-1	3	-2	3	-0.3	4	-5
C=CCNC(=S)Nc1ccc(N(C)C)cc1	7	2	2	1	-3	5	-4	-7.3	-8	6
CCOc1ccc(NC(=O)c2ccc(NS(=O)(=O)c3cccs3)cc2)cc1	-3	5	-7	-2	20	2	1	0.1	12	-5
COc1ccc(C(=O)OCC(=O)Nc2c(C)cccc2C)cc1	1	-8	-2	1	-1	0	0	-1.6	-3	1

Another view of some results above:
SMILES | HTRA1 inh | TDP2 inh | SIAE primary | NR1D1 modulator | rCAG RNA binder | PRMT1 inh | TCR CD3 inh | PG9 binder | LEDGF integ inh | ABHD4 inh
Cc1nn(C)c(Cl)c1C(=O)NCC(=O)NCc1ccccc1 | 1 | -5 | -2 | 0 | -2 | -5 | -8 | -1.0 | 3 | -11
COc1cccc(C(NC(C)=O)c2nc(-c3cccnc3)cs2)c1 (stereo unspecified) | . | 8 | -7 | -1 | 3 | -2 | 3 | -0.3 | 4 | -5
C=CCNC(=S)Nc1ccc(N(C)C)cc1 | 7 | 2 | 2 | 1 | -3 | 5 | -4 | -7.3 | -8 | 6
